# Screening results as filed in PubChem.
# PAFAH2 inh: PAFAH2 (human) inhibition; AID 492956; inhibition, % at 3.39 µM; recombinant PAFAH2, FP-rhodamine activity probe, fluorescence polarization; 340,000 tested, 0.99% active; Q99487;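 active = inhibition above the mean over all tested compounds plus 3 SD, cut at about 30% in these data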;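 also: inhibitors block probe labeling of enzyme so polarization drops; 0% = enzyme with DMSO and 100% = wells lacking PAFAH2 protein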
# procasp3 activ: activators of human procaspase-3; P42574; activation, % at 8.5 µM; recombinant procaspase-3 D3A, Ac-DEVD-pNA absorbance 405 nm; 330,000 tested, 0.11% active;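 active = activation above the mean of all tested compounds plus 3 SD, cut at about 21% in these data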;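 also: 0% = DMSO alone and 100% = DMSO wells spiked with extra 5 µM PC-3 D3A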
# Target sequence (P42574 whole entry D9A/D28A/D175A): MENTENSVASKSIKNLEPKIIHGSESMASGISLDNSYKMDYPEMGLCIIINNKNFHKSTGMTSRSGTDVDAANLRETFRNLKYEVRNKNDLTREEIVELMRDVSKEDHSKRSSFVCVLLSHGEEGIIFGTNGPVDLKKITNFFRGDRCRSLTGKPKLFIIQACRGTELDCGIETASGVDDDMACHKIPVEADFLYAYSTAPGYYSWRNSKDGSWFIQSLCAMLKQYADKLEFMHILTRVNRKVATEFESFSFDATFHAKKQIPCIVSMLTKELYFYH
#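 Test system: Procaspase-3 D3A mutant, all three cleavage aspartates alanine | Dosing: Single dose, 8.5 µM nominal compound, 0.8% DMSO | Schedule: 1 h preincubation, 2 h reaction | Technique: 405 nm absorbance of p-nitroaniline, reads at 0 and 120 min | Repeats: One well per compound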
# PP5 primary: blocks human protein phosphatase 5 activity; P53041; purified PP5c, OMFP substrate fluorescence; inhibition, % at 6.7 µM; 320,000 tested, 0.18% active;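 active = inhibition above the campaign's mean inhibition across all tested compounds plus 3 SD, cut at about 9.5% in these data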;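 also: 0% = DMSO only and 100% = 100 µM cantharidin control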
# CTSL1 counter: cathepsin L1 inhibition, PFM18AAP counter-screen | recombinant F. hepatica cathepsin L1, Z-Leu-Arg-MCA fluorescence | inhibition, % at 5.96 µM | 300,000 tested, 0.49% active | AID 1906;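 active = inhibition above the mean of all tested compounds plus 3 SD, set per screening campaign, cut at about 17% in these data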;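 also: 0% = plate median of test compound wells and 100% = 1 µM Z-Phe-Ala-diazomethylketone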
# HCV core dimer: blocks dimerization of HCV core protein; TR-FRET GST/Flag-core106 dimerization, 1536-well; inhibition, % at 5 µM; 300,000 tested, 0.33% active;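 active = inhibition above the mean of all tested compounds plus 3 SD, set per screening campaign, cut at about 45% in these data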
#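 System – GST-tagged and Flag-tagged HCV core protein residues 1-106 · Repeats – one well for each compound · Technique – TR-FRET 671 and 617 nm emission · Doses – one concentration, 5 µM, in 0.5% DMSO · Times – 4 h, 22.5 °C incubation · Also added – Eu donor and XL665 acceptor anti-tag antibodies · Measure – percent inhibition of core106 dimerization signal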
# TPT1 inhibitor: inhibitors of Candida albicans tRNA 2'-phosphotransferase TPT1; 300,000 tested, 0.81% active; recombinant caTPT1, FP RNA substrate dephosphorylation; inhibition, % at 5 µM;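 active = inhibition above the mean of all tested compounds plus 3 SD, set per screening campaign, cut at about 24% in these data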;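 also: plate controls were DMSO alone for no effect and ferristatin control at 100 nM for full effect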
# proCasp7 act: counter-screen for procaspase-3 activators: activators of human procaspase-7; P55210; recombinant procaspase-7, Ac-DEVD-pNA absorbance 405 nm; D23A/D198A/D206A triple mutant, cannot self-cleave; scale: DMSO 0, 5 µM enzyme 100; activation, % at 8.5 µM; 330,000 tested, 0.093% active;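 active = percent activation above the screen-wide mean plus 3 SD, cut at about 25% in these data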
# Target sequence (P55210 whole entry D23A/D198A/D206A): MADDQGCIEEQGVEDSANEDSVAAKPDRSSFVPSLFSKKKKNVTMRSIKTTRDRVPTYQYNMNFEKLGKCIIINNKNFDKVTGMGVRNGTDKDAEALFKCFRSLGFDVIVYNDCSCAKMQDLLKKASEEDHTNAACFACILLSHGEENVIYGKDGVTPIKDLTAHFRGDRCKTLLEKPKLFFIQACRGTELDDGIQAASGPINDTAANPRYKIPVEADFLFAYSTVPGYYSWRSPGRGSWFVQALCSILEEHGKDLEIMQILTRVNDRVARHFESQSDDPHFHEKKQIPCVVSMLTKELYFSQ
#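 Detection: p-Nitroaniline absorbance at 405 nm, read at 0 and 120 min; system: Uncleavable procaspase-7 mutant enzyme; evaluation: % activation from two-timepoint absorbance difference, scaled to controls; times: 1 h enzyme–compound preincubation and 2 h substrate reaction, both 25 °C; buffer or medium: Zinc-free HEPES pH 7.4 with 300 mM NaCl, 0.01% Triton X-100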
# AHR activator: human AHR activation | P35869 | 320,000 tested, 2.5% active | AHR-responsive luciferase reporter cells, luminescence | activation, % at 5 µM; in the data active = activation above about 47%;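 also: 0% = vehicle wells and 100% = reference agonist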
# PP1 inh: PP1-alpha (human) inhibition in PP5 counter-screen; AID 2235; 320,000 tested, 0.9% active; purified PP1alpha, OMFP fluorescence; inhibition, % at 6.7 µM;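 active = inhibition above the mean inhibition of all tested compounds plus 3 SD, computed separately for each screening campaign, cut at about 15% in these data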
# Target sequence (P62136 whole entry, looked up): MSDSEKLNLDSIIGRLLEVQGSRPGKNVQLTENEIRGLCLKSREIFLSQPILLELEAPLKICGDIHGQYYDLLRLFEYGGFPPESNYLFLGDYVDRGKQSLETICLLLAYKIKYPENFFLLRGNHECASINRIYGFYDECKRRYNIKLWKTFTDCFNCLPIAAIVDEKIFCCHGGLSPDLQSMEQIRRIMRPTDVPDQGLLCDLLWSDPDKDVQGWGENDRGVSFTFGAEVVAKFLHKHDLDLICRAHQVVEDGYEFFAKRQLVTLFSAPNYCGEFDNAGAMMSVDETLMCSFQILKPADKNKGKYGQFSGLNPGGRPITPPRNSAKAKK
# * marks the source's active call; other numbers are inactive results; . = not tested or not shown.
SMILES,PAFAH2 inh,procasp3 activ,PP5 primary,CTSL1 counter,HCV core dimer,TPT1 inhibitor,proCasp7 act,AHR activator,PP1 inh
N#CCCN(C(=O)COC(=O)c1cc(=O)[nH]c2ccccc12)c1ccccc1,4,1,.,.,.,.,2,6,.
CCc1sc(-c2c(C#N)c(N)nc3c2CCCCCC3)cc1[N+](=O)[O-],0,4,-2.1,-1,6,-1,1,0,1
COCCN=C1NN=C(c2ccc(NC(C)=O)cc2)CS1,-6,-7,0.0,-1,-7,3,-16,9,0
Cc1ccc(-c2onc3ccc(C4OCCO4)cc23)cc1,2,6,0.8,2,-2,-3,7,15,-5
CSc1nnc([C@H](C)NC(=O)OC(C)(C)C)o1,3,4,-1.8,-1,0,-3,10,0,-2
COc1ccc(C2CC(c3ccccc3)n3nnnc3N2)cc1 (stereo not given),-9,-7,2.5,3,4,-2,13,1,0
COc1cc(NC(=O)c2cccs2)c(C(=O)OCC(=O)NCc2ccco2)cc1OC,11,-2,-1.4,-1,5,1,-10,16,8
O=C(Cn1c2c(c(=O)n3ncnc13)CCC2)N/N=C/c1ccc(Cl)cc1,-1,-1,-1.9,2,-4,-2,7,0,1
O=C(CNS(=O)(=O)c1ccc(F)cc1)N1CCN(c2ccc(F)cc2)CC1,14,7,1.7,8,3,-2,-1,1,1
COc1ccc(-c2cc(C(=O)N(C)Cc3ccccc3F)c3ccccc3n2)cc1OC,0,1,4.6,2,19,-2,3,71*,-2

# Some of these compounds in order of their number in PAFAH2 inh, descending:
smiles	PAFAH2 inh
O=C(CNS(=O)(=O)c1ccc(F)cc1)N1CCN(c2ccc(F)cc2)CC1	14
COc1cc(NC(=O)c2cccs2)c(C(=O)OCC(=O)NCc2ccco2)cc1OC	11
Cc1ccc(-c2onc3ccc(C4OCCO4)cc23)cc1	2

# (further entries)
SMILES,PAFAH2 inh,procasp3 activ,PP5 primary,CTSL1 counter,HCV core dimer,TPT1 inhibitor,proCasp7 act,AHR activator,PP1 inh
Cc1ccc(OCC(=O)N(Cc2ccco2)c2c(N)n(Cc3ccccc3)c(=O)[nH]c2=O)cc1C,3,1,-0.2,.,.,.,16,0,-2
COc1cc(C2CC(=O)c3c([nH]c(C(=O)OCCOC(C)C)c3C)C2)cc(OC)c1OC (stereo not given),1,1,0.1,0,-5,-1,-5,13,-4
NC1=NC(c2ccc(Cl)cc2)N(c2ccc(S(N)(=O)=O)cc2)C(N)=N1 (stereo not given),-1,2,-0.8,0,-13,-2,0,7,1
CCOc1ccc(NCc2cc3c(C(C)(C)C)nn(-c4ccccc4)c3[nH]c2=O)cc1,0,-1,3.0,3,4,0,-1,2,4
COc1ccc(-c2nc(C=O)cs2)cc1,1,7,1.2,0,0,-3,0,3,-3
CCS(=O)(=O)N1CCC(NC(=O)c2cc(OC)cc(OC)c2)CC1,3,2,-0.7,-1,-6,-2,6,-1,-7
NC(=O)c1ccccc1NS(=O)(=O)Cc1ccccc1,4,6,0.6,0,-2,-3,1,3,0
O=C(NC1CC1)C1=C[C@H](c2coc3ccccc3c2=O)C[C@H](OCCCCO)O1,5,10,0.8,-1,-18,-8,19,5,-5
N#Cc1ccc(COC(=O)CCc2c[nH]c3ccccc23)cc1,2,3,2.7,-4,-4,1,7,0,-2
CN(Cc1nc2ccccc2c(=O)[nH]1)C(=O)c1ccc(S(=O)(=O)N2CCCC2)cc1,-4,-1,-0.3,.,.,.,8,1,-2
CCOC(=O)c1c(C)[nH]c(C)c1C(=O)CSc1nnc(N)s1,-1,8,-0.6,-5,0,2,-14,39,-3
Cn1c(=O)c(C(=O)N2CCc3ccccc32)cc2cccnc21,3,-5,-0.2,2,-1,4,4,4,0
CN(C)/C=C(\C#N)C(=O)N/N=C/c1ccc(F)cc1,3,11,-1.4,0,3,1,-2,7,-3
CCC(=O)NC(=S)Nc1ccc(NC(=O)COc2ccc([N+](=O)[O-])cc2)cc1,-2,2,4.3,-1,5,2,1,0,-1
Cc1cc(=O)oc2cc(OC(C)C(=O)NCCCN3CCCC3=O)c(Cl)cc12 (stereo not given),7,7,1.1,-5,-10,-2,5,2,-3
O=C(CN1CCN(Cc2ccccc2)CC1)Nc1nc2ccccc2s1,-2,-5,-1.2,1,-5,-1,2,11,2
O=C(/C=C/c1ccccc1)NCCc1nc2ccccc2[nH]1,-2,-16,1.4,-5,2,-1,-2,1,-5
CCOC(=O)NCN1C(=O)C2C3C=CC(C3)C2C1=O (stereo not given),-9,-4,0.2,5,-2,-11,-1,1,-3
Cc1cc(C)nc(NC(=O)c2c(-c3ccccc3Cl)noc2C)c1,15,6,0.4,3,-18,-1,-5,2,2
c1ccc(-c2nnc(SCc3nc4ccccc4[nH]3)n2Cc2ccco2)cc1,-8,4,6.4,8,2,4,-13,11,0

# Gathered by group: those above with an aryl methoxy group (six)
SMILES,PAFAH2 inh,procasp3 activ,PP5 primary,CTSL1 counter,HCV core dimer,TPT1 inhibitor,proCasp7 act,AHR activator,PP1 inh
COc1ccc(C2CC(c3ccccc3)n3nnnc3N2)cc1 (stereo not given),-9,-7,2.5,3,4,-2,13,1,0
COc1cc(NC(=O)c2cccs2)c(C(=O)OCC(=O)NCc2ccco2)cc1OC,11,-2,-1.4,-1,5,1,-10,16,8
COc1ccc(-c2cc(C(=O)N(C)Cc3ccccc3F)c3ccccc3n2)cc1OC,0,1,4.6,2,19,-2,3,71*,-2
COc1cc(C2CC(=O)c3c([nH]c(C(=O)OCCOC(C)C)c3C)C2)cc(OC)c1OC (stereo not given),1,1,0.1,0,-5,-1,-5,13,-4
COc1ccc(-c2nc(C=O)cs2)cc1,1,7,1.2,0,0,-3,0,3,-3
CCS(=O)(=O)N1CCC(NC(=O)c2cc(OC)cc(OC)c2)CC1,3,2,-0.7,-1,-6,-2,6,-1,-7

# Nothing new here: entries from further up.
SMILES,PAFAH2 inh,procasp3 activ,PP5 primary,CTSL1 counter,HCV core dimer,TPT1 inhibitor,proCasp7 act,AHR activator,PP1 inh
N#CCCN(C(=O)COC(=O)c1cc(=O)[nH]c2ccccc12)c1ccccc1,4,1,.,.,.,.,2,6,.
CCc1sc(-c2c(C#N)c(N)nc3c2CCCCCC3)cc1[N+](=O)[O-],0,4,-2.1,-1,6,-1,1,0,1

# Copied from the list:
# CN(C)/C=C(\C#N)C(=O)N/N=C/c1ccc(F)cc1 in proCasp7 act is entered as -2
# CCC(=O)NC(=S)Nc1ccc(NC(=O)COc2ccc([N+](=O)[O-])cc2)cc1 in CTSL1 counter is entered as -1

# (further entries)
SMILES,PAFAH2 inh,procasp3 activ,PP5 primary,CTSL1 counter,HCV core dimer,TPT1 inhibitor,proCasp7 act,AHR activator,PP1 inh
O=C(CN1CCN(c2cccc(Cl)c2)CC1)N1CCCC1,-5,-2,-0.5,2,-5,-2,-2,2,0
CS(=O)(=O)c1ccc(Cl)c(NC(=O)C2CC(=O)N(Cc3ccccc3)C2)c1 (stereo not given),-9,0,0.0,-3,-7,0,2,-1,1
Cc1ccc(S(=O)(=O)N2CCOCC2)cc1C(=O)Nc1cccc(S(=O)(=O)N2CCCC2)c1,-3,4,1.1,-2,3,1,-11,0,2
CC(=O)C(=Cc1ccc(C(=O)O)cc1)C(C)=O,-4,6,2.1,-3,-3,-3,8,2,5
CC1C2NC(=O)N(Cc3ccccc3)C1(C)Oc1ccccc12 (stereo not given),2,5,-2.4,1,-1,-4,-4,1,-2
CC(=O)N1C(C(=O)O)CSC1c1ccc(C)cc1 (stereo not given),-7,5,-3.4,-1,-4,0,14,-2,-2
COc1ccc(NC(=O)CN2C(=O)NC(c3ccccc3)(c3ccccc3)C2=O)cc1,3,4,1.9,-2,-6,1,10,4,0
CCCCOc1ccc(C(=O)NCc2ccco2)cc1,9,-5,-1.7,-4,4,-3,3,8,-3
CC(C)c1nnc(NC(=O)Cc2cccs2)s1,-3,2,-2.7,5,-2,-1,-4,16,-2
COC(=O)c1ccccc1OCCOc1ccccc1C(=O)OC,4,2,-1.8,2,-1,0,-6,1,0
CCc1cc(C(=O)N(C)CC(=O)N(CC(C)C)c2c(N)n(CC(C)C)c(=O)[nH]c2=O)sc1C,1,4,0.6,-1,12,-1,6,1,-4
O=S(=O)(c1ccc(Cl)cc1)c1nc(-c2ccco2)oc1N1CCCCC1,0,-6,2.7,2,8,0,-5,1,-2
CC(C)C(=O)NC(=S)Nc1ccc(S(=O)(=O)NC2CCCCC2)cc1,-2,-6,1.3,-1,4,-2,-11,0,-1
Cc1cc(=O)n2nc(N3CCC(C(=O)NCCc4ccccc4)CC3)sc2n1,-2,5,8.3,0,0,-1,-2,3,-5
CC(C)(C)c1ccc(OCC(=O)NN2Cc3ccccc3C2=N)cc1,0,9,-1.9,-3,0,3,-4,4,-1
NS(=O)(=O)c1ccc(NC(=S)NC(=O)c2ccc(-c3ccccc3)cc2)cc1,-7,-9,1.9,2,18,2,-11,-5,9
Cc1nc(Cl)c(N=Cc2cccc([N+](=O)[O-])c2)c(Cl)n1,4,4,-1.1,-2,-2,1,2,0,-3
CC(C)(C)OC(=O)C[C@@H]1C/C=C\C[C@@H](CC(=O)N(CCO)Cc2ccccc2)C(=O)N[C@H](Cc2c[nH]c3ccccc23)COC1=O,3,1,.,.,.,.,-1,3,.
O=C(c1cc(-c2ccc(Br)cc2)on1)N1CCCCCC1,0,-2,0.7,-3,16,-3,0,-5,-6
COc1ccc(C(C)=O)cc1CN1C(=O)NC2(CCCCCCC2)C1=O,2,4,1.5,1,4,-1,11,2,-4
CC[n+]1c(/C=C/c2cc([N+](=O)[O-])ccc2O)ccc2ccccc21,3,-3,3.7,-3,32,0,-16,-7,11
Cc1ccc2nc(-c3ccccc3)cn2c1,6,3,2.8,-2,4,-2,2,-9,1
